Screens deposited in PubChem by National Center for Advancing Translational Sciences (NCATS).
LmPK inh: blocks Leishmania mexicana pyruvate kinase activity. hit rate 0.37% among 290,000. Q27686. purified LmPK, Kinase-Glo ATP luminescence, 1 h. AID 1721. Potency, µM (series often up to 57.5 µM), for inactives: at the highest dose activity change, negative = inhibition, most hits filed as inhibitors; also: potency is read from the fitted curve at half-maximal effect; % is scaled to controls: 0 for no effect and ±100 for the full control effect
Target sequence (Q27686 whole entry, looked up): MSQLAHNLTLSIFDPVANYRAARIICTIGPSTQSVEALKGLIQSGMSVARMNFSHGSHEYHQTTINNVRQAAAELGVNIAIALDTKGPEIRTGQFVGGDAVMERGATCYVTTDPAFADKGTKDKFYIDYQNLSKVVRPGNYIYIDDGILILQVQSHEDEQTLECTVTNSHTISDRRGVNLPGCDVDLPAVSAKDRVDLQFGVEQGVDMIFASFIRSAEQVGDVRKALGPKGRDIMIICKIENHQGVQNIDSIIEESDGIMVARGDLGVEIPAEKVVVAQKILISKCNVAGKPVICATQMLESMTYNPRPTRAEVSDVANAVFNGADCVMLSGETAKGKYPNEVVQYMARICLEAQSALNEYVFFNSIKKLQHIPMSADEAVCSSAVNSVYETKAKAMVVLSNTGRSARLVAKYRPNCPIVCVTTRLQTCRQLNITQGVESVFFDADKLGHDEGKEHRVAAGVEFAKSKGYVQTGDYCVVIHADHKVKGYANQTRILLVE
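0.1 nM LmPK, 0.5 mM PEP, 0.1 mM ADP; 50 mM imidazole pH 7.2, 7 mM MgCl2, 50 mM KCl; 1 h RT. Kinase-Glo luminescence readout, normalized to no-enzyme (full inhibition) and uninhibited wells.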
Shiga inhibitor: blocks Shiga toxin action in Vero cells. hit rate 9.2% among 290,000. inhibition, % at 38.7 µM. Vero cells, Shiga toxin protein synthesis inhibition reporter; in the data active = inhibition mostly above about 28%, no sharp cut-off; inactive = mostly below about 43%; also: 0% is about no effect
Pf growth 96h: inhibits malaria parasite growth, 96 h; P. falciparum luciferase reporter growth, 96 h; AID 504834; hit rate 6.9% among 320,000; Potency, µM (titrated, usually from 28.7 µM), for the others: at the highest dose activity change, negative = inhibition, usual class: inhibitors; also: potency is read from the fitted curve at half-maximal effect; % is scaled to controls: 0 for no effect and ±100 for the full control effect
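Delayed-death screen, second-generation endpoint: infected erythrocytes, 2% hematocrit, 0.05% parasitemia final; 96 hours at 37 C, 5% CO2; luciferase detection reagent; luminescence decrease equals reduced growth.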
AMA1-RON2 inh: disrupts binding of P. falciparum AMA1 to RON2. hit rate 0.2% among 360,000. Potency, µM (top dose mostly 58.2 µM), without a hit: at the top dose activity change, negative = inhibition, most hits filed as inhibitors. AlphaScreen AMA1-biotinylated RON2 peptide binding;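 also: potency is read from the fitted curve at half-maximal effect; 0% = vehicle wells and -100% = peptide control; nearly all actives have a fitted effect of over 45% in size; some results filed as inactive show a strong effect at the top dose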
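AMA1 (3D7) with his tag at 25 nM final met compounds first, then biotinylated RON2 peptide at 25 nM; detection used donor plus acceptor beads, 10 µg/mL apiece, read by AlphaScreen after 30 min at room temperature.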
Cycloheximide cs: counter-screen for Shiga toxin inhibitors: cycloheximide protein synthesis inhibition; cell reporter, cycloheximide protein synthesis inhibition counterscreen; AID 2314; max response, %; hit rate 12% among 300,000; in the data active = max response mostly above about 13%, no sharp cut-off; inactive = mostly below about 14%; also: read at 38.3 µM for the half of the compounds with a filed dose; 0% is about no effect
Pf growth 48h: inhibits P. falciparum growth in the first generation, 48 h; hit rate 5.9% among 310,000; Potency, µM (series often up to 28.7 µM), for inactives: at the highest dose activity change, negative = inhibition, most hits filed as inhibitors; P. falciparum luciferase growth in erythrocytes, 48 h; also: potency is read from the fitted curve at half-maximal effect; % is scaled to controls: 0 for no effect and ±100 for the full control effect
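Growth was read as firefly luciferase luminescence after a 48 h, 37 C, 5% CO2 exposure of compounds to reporter-bearing P. falciparum cultures (0.1% parasitemia, 2% hematocrit final) in Albumax-supplemented RPMI 1640.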
TbPYK inhibitor: blocks Trypanosoma brucei pyruvate kinase. TbPYK enzyme, Kinase-Glo Plus ATP luminescence, 45 min. Potency, µM (titrated, usually from 76.8 µM), for inactives: at the top dose activity, negative = inhibition, actives largely listed as inhibitors. hit rate 0.12% among 410,000. AID 624173; also: potency is read from the fitted curve at half-maximal effect; % is scaled to controls: 0 for no effect and ±100 for the full control effect; nearly all actives have a fitted effect of over 50% in size
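Enzyme and substrate buffer are dispensed first and compound is pin-transferred. ADP at 130 uM final then starts the reaction, which runs 45 min at room temperature. Detection reagent is added for 10 min before luminescence is imaged.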
The depositor's hits bear a star; ? = inconclusive; / = not tested or not shown; [ ] = another dose, or the depositor's remark. Unless noted, calls follow the shape of the dose curve; as a rule, active = well fitted curve in the direction sought with a large enough effect; inconclusive = small, poorly fitted or top-dose-only effect, or another doubt; inactive = no such curve, though single readings can be large; an effect the other way counts as inactive or inconclusive.

SMILES,LmPK inh,Shiga inhibitor,Pf growth 96h,AMA1-RON2 inh,Cycloheximide cs,Pf growth 48h,TbPYK inhibitor
Cc1c(C(C)(C)C)c(C=S)n2ccccc12,-7%,-1,10µM*,12%,-3,/,-14%
CCOc1cc(/C=N/Nc2nc3ccccc3[nH]2)cc(Br)c1OCC(=O)N(C)C,3%,-11,?,104%[activator],13,?,-4%
CN1c2ccccc2C(C)(C)C12C=Cc1cc(O)ccc1O2 (centres undefined),-2%,54,?,?,21*,?,?
CCc1ccc(CN2CCC(n3nccc3NC(=O)C3CCCC3)CC2)cc1,6%,-16,?,-8%,-2,15%,8%
COc1ccc(NC(=O)C2C(=O)N(CCO)C3(C)CC2c2ccccc2O3)cc1 (centres undefined),1%,78,10%,-2%,13,40%[activator],1%
Cc1ccc2c(CN(C)Cc3ccccc3)cc(=O)oc2c1C,3%,46*,46%[activator],-3%,44*,-7%,-3%
CC1CC(C)CN(S(=O)(=O)N2CCCC(C(=O)NC3CCCCC3C)C2)C1 (centres undefined),5%,6,58%,3%,7,0%,-11%
O=C(O)CCN1C(=O)c2ccncc2C1=O,0%,14,8%,24%,5,72%[activator],-1%
CCC(C)c1ccccc1NC(=O)COC(=O)c1ccc2c(c1)S(=O)(=O)c1ccccc1C2=O (centres undefined),-1%,-11,23%,5%,1,7%,-9%
O=C(COC(=O)c1nc(Cl)ccc1Cl)Nc1ccc2c(c1)OCO2,-1%,-11,25%,-1%,-5,3%,-2%
CC(C)CNC(=O)c1cccc(Cn2cc(Cl)cn2)c1,-3%,37,10µM*,0%,-4,-4%,5%
COc1ccc(CC(=O)N/N=C/c2cccnc2)cc1OC,-7%,-17,-27%,28%,-4,9%,3%

Single records (already shown). Screens in order: LmPK inh, Shiga inhibitor, Pf growth 96h, AMA1-RON2 inh, Cycloheximide cs, Pf growth 48h, TbPYK inhibitor
Profile of CC(C)CNC(=O)c1cccc(Cn2cc(Cl)cn2)c1 : -3%, 37, 10µM*, 0%, -4, -4%, 5%
Profile of Cc1c(C(C)(C)C)c(C=S)n2ccccc12 : -7%, -1, 10µM*, 12%, -3, /, -14%

Continuation.
SMILES,LmPK inh,Shiga inhibitor,Pf growth 96h,AMA1-RON2 inh,Cycloheximide cs,Pf growth 48h,TbPYK inhibitor
CCN(CC(=O)Nc1c(F)cccc1F)C(=O)CCc1nc2cc(S(=O)(=O)N(C)C)ccc2n1CC,-2%,0,?,9%,1,?,0%
O=C(Nc1cscc1S(=O)(=O)c1ccc(Cl)cc1)c1ccccc1Cl,4%,22,?,4%,11,?,-12%
COc1ccc(C(=O)N(CCc2ccccc2)Cc2cccs2)c(OC)c1,0%,2,?,25%,-2,-27%,2%
COc1ccc(OCCN(C)Cc2ccccc2)cc1,2%,21,-46%,-4%,8,28%,4%
COCCN(Cc1nc2ccccc2c(=O)[nH]1)C(=O)COc1c(C)cc(Cl)cc1C,/,/,?,3%,/,?,-4%
C=CCc1ccc(OCCOCCOc2cccc3ccc(C)nc23)c(OC)c1,0%,-17,91%[activator],?,-4,?,0%
Cc1ccc(OCC(=O)N2CCCC(CO)(CCOc3ccccc3)C2)cc1 (centres undefined),-4%,-6,21%,5%,1,-8%,-1%
CC(=O)NC(CCS(C)(=O)=O)C(=O)Nc1ccc(Oc2ccccc2)cc1 (centres undefined),6%,-9,10%,10%,-5,1%,5%
COc1ccccc1CNC(=O)C1CC(c2ccccc2C(F)(F)F)=NO1 (centres undefined),6%,3,18%,8%,-2,-16%,0%
CCCCCOc1ccccc1C(=O)NCC(=O)O,-3%,-12,92%[activator],4%,-3,6%,-13%
O=C(Nc1cccc([N+](=O)[O-])c1)c1ccncc1,-10%,-7,-19%,4%,-2,44%[activator],-2%
CN1CCN(c2nc(NCCOC34CC5CC(CC(C5)C3)C4)nc(OCC(F)(F)F)n2)CC1,-1%,-10,-24%,3%,-3,?,0%

Some entries already given, showing only Shiga inhibitor and Cycloheximide cs.
| molecule | Shiga inhibitor | Cycloheximide cs |
| --- | --- | --- |
| Cc1ccc(OCC(=O)N2CCCC(CO)(CCOc3ccccc3)C2)cc1 (centres undefined) | -6 | 1 |
| CC(=O)NC(CCS(C)(=O)=O)C(=O)Nc1ccc(Oc2ccccc2)cc1 (centres undefined) | -9 | -5 |
| COc1ccccc1CNC(=O)C1CC(c2ccccc2C(F)(F)F)=NO1 (centres undefined) | 3 | -2 |
| CCCCCOc1ccccc1C(=O)NCC(=O)O | -12 | -3 |

(continued)
SMILES,LmPK inh,Shiga inhibitor,Pf growth 96h,AMA1-RON2 inh,Cycloheximide cs,Pf growth 48h,TbPYK inhibitor
CCc1ccc(N2CC(C(=O)N3CCCC3)CC2=O)cc1 (centres undefined),0%,5,?,-14%,-4,37%[activator],-14%
NC1=NC(=O)C2(COC(c3cccnc3)OC2)S1 (centres undefined),9%,-10,?,-11%,2,-1%,-13%
Cc1cccc(CN2CCOCCS2(=O)=O)c1,1%,-8,-16%,-4%,-2,15%,-2%
COc1ccc(Cn2c(C3CC3)nc3ccc(NC(=O)C4CC4)cc3c2=O)cc1,-10%,84*,-11%,8%,24*,233%[activator],1%
CCc1nn(CC(=O)N(C)C2CCCCC2)c(=O)c2cc3cc(C)ccc3n12,-13%,-5,27%,-8%,10,-16%,-4%
NS(=O)(=O)c1cccc(NC(=O)COC(=O)C2(c3cccc(F)c3)CCCC2)c1,3%,-5,19%,-3%,-3,9%,-3%
COc1ccc(OC)c(Nc2nc(-c3ccccc3O)nc3ccccc23)c1,1%,-28,?,-30%,-1,-3%,-2%
c1ccc(-n2nnnc2SCc2cccc3nsnc23)cc1,6%,5,-14%,-3%,4,3%,0%
COc1cc(NC(=O)CCNC(=O)Cn2cnc3sc4c(c3c2=O)CCCC4)cc(OC)c1OC,2%,-13,-5%,10%,-2,11%,5%
CCCCC(=O)Nc1ccc(NC(=O)c2cc(OC)c(OC)c(OC)c2)cn1,-1%,21,-12%,-8%,-3,?,1%
C/C(=N\Nc1ccc(C(F)(F)F)cc1[N+](=O)[O-])C(C)C,0%,-1,-9%,?,-3,-3%,6%
CCOc1ccc(-n2c(=O)[nH]cc(C(=O)N3CCCc4ccccc43)c2=O)cc1,6%,-4,49%[activator],11%,-2,2%,-6%
Cc1ccccc1N(C(=O)CCC(=O)Nc1ccccn1)C(C(=O)NC(C)C)c1ccc(O)cc1 (centres undefined),0%,13,?,-18%,-1,?,-9%
Cc1ccc(SCC(=O)N2CCC(C(N)=O)CC2)cc1,2%,108,?,7%,17,44%[activator],3%
O=C(/C=C/c1ccco1)Nc1ccc(-c2nc3ccccc3[nH]2)cc1,-4%,36,12µM*,-2%,-3,4.1µM*,1%
COc1ccccc1-n1c(=O)[nH]c2c(C(N)=O)nc(C3CCCCC3)nc21,13%,-21,?,18%,-4,/,1%
O=C(CCCOc1ccc(Cl)cc1Cl)N1CCC2(CC1)OCCO2,-5%,34,/,-5%,17*,18%,-5%
CCN(CC(=O)Nc1ccc2c(c1)OCCO2)C(=O)c1cccc(OCC(C)C)c1,-10%,32,?,-10%,16*,16%,0%
Cc1cc(C(=O)COc2cccnc2[N+](=O)[O-])c(C)n1-c1ccccc1,-1%,56*,64%[activator],19%,59*,50%[activator],1%
O=C(c1ccc(Cl)cc1)N(Cc1ccc(Br)cc1)N1C(=O)CCC1=O,2%,-13,?,1%,0,-1%,3%
CCCCSc1nc2c(=O)[nH][nH]c(=O)c2n1Cc1ccccc1,1%,-10,-12%,-10%,-1,-3%,-4%
CCOC(=O)N1CCN(S(=O)(=O)c2ccc(C)cc2)C1c1ccc(OC)cc1 (centres undefined),4%,8,14%,-11%,1,42%[activator],4%
COc1cc(OC)c(C2C(C(=O)O)c3ccccc3C(=O)N2C)cc1OC (centres undefined),1%,-3,15µM*,2%,11,3%,-8%
CCOC(=O)c1[nH]c(C)c(C(=O)OCC(=O)NC(C)c2ccc(F)cc2)c1C (centres undefined),/,/,-26%,6%,/,?,0%
COc1ccc(N2CCC(CNC(=O)Nc3ccc(C)c(C)c3)C2)cc1 (centres undefined),-1%,-18,-2%,-11%,-2,-8%,-23%
CCc1ccc(/C=N\n2cnnc2)cc1,-2%,-4,0%,17%,1,-2%,-5%
Cc1c(C(=O)NCc2ccccn2)oc2ccc(Br)cc12,/,/,108%[activator],9%,/,54%[activator],-11%
CCOCCCNS(=O)(=O)c1ccc(-n2cnnn2)c(OC)c1,4%,11,/,2%,9,47%[activator],0%
Cc1ccc2[nH]c(-c3cccc(N)c3)cc2c1,-6%,97*,21%,-3%,30*,39%[activator],-7%
CCCCN(C(=O)Cc1ccc(S(=O)(=O)N2CCOCC2)s1)c1c(N)n(CCCC)c(=O)[nH]c1=O,/,/,11%,-12%,/,0%,-5%
CNC(=S)N(CCc1c(C)[nH]c2ccc(Cl)cc12)Cc1cccs1,5%,-4,?,/,-6,-26%,/
COc1cccc(CN(C)Cc2nc(C3CC3)no2)c1,-1%,-1,12µM*,0%,-1,75%[activator],3%
Cc1c(NC(=S)SCc2ccccc2)c(=O)n(-c2ccccc2)n1C,7%,8,2%,6%,0,28%,-1%
Cc1ccc2oc(C(=O)N3CCN(c4cccc(C)n4)CC3)c(C)c2c1,7%,/,?,?,27*,22%,0%
Cc1ccc(NC(=O)C2OCCc3ccccc32)cc1Cl (centres undefined),0%,58*,8.3µM*,13%,18*,-7%,7%
Fc1ccccc1NC(=S)NCCc1ccccc1,1%,59*,63%[activator],12%,39*,57%[activator],-5%
COc1ccc(-c2cnn3c4c(c(C)nc23)CCN4C(C)C)cc1OC,2%,47*,54%[activator],-1%,27*,62%[activator],3%
Cc1sc2nc(C(C)Sc3n[nH]c(N)n3)[nH]c(=O)c2c1C (centres undefined),6%,-5,-40%,/,-1,?,/
CCn1c(SCC(=O)NC2CCCC2)nnc1-c1cccnc1,-4%,-4,10%,5%,2,11%,-3%
CSc1nnc([C@@H](N)Cc2ccccc2)o1,-5%,-4,?,39%[activator],-5,-2%,1%
